mouse EphA4 binding: inhibitors of EphA4 binding to KYL peptide, primary screen, biochemical, colorimetric, mouse EphA4 (AID 689). inhibition, % at 10 µM; hits with a dose series show IC50 in µM. 62,000 compounds, 0.1% hits. EphA4-AP binding to KYL peptide, pNPP A405; higher % means a stronger effect; in the data active = a potency from the dose series; inactive = the rest, 99 in 100 with inhibition below about 22%
Starred values were filed as active, the others as inactive. Only part of the results is shown; count on the stated rates, not on these rows.

mouse EphA4 binding | Structure
10.1% | CC(=O)N1CCc2cc(S(=O)(=O)Nc3cccc(C(F)(F)F)c3)ccc21
-8.2% | CCOC(=O)c1cc2ccc(OC)cc2oc1=O
-7.0% | O=C(CSc1ccc(Cl)cc1)NC1CCCC1
-8.4% | O=C(Nc1cc(C(F)(F)F)ccc1N1CCOCC1)c1cccs1
1.6% | CC1(c2ccccc2)CC(O)CC(c2ccccc2)N1 (stereo not drawn)
8.0% | O=C(Cc1ccccc1)Nc1ccc(Cc2ccncc2)cc1
10.9% | O=C1C(Cl)=C(NCc2ccccc2)C(=O)N1c1ccccc1
-9.3% | COc1ccc(NC(=O)C2CC(=O)N(c3ccc(C)cc3)C2)cc1 (stereo not drawn)
-7.2% | CCCOC(=O)Nc1ccc(C(N)=O)cc1
-4.6% | CC(C)NC(=O)c1ccc2c(=O)n(C3CCCC3)c(=S)[nH]c2c1
-9.7% | COc1cccc2cc3c(=O)oc4ccccc4c3nc12
0.6% | Cc1nc2ccccn2c1C(=O)N/N=C/c1ccccc1[N+](=O)[O-]
4.7% | CCOC(=O)Cn1nc(CC)c2ccccc2c1=O
-0.1% | Cc1cccc(NC(=O)c2ccc(OCC(C)C)cc2)c1
-10.8% | CCOC(=O)CSc1nc(N)c2c3c(sc2n1)CCCC3
-11.2% | CNC(=S)NNC(=O)c1cccn(Cc2cccc(Cl)c2)c1=O
16.3% | COc1ccc(C(=O)/C=C/Nc2ccc(NC(C)=O)cc2)cc1OC
-13.6% | C=CCn1c(C(C)NC(=O)c2ccccc2)n[nH]c1=S (stereo not drawn)
2.4% | CC(C)CNC(=O)c1ccccc1NC(=O)CSCc1ccccc1
1.1% | CCOc1ccc(N2C(=O)S/C(=C\c3ccc(OC)cc3)C2=O)cc1
-3.5% | COc1ccc(S(N)(=O)=O)cc1C(=O)NCCCN1CCN(c2cccc(Cl)c2)CC1
-4.7% | CCOC(=O)c1c(NC(=S)Nc2ccc(F)cc2)sc2c1CCC2
3.0% | Cc1ccc2c(c1)c1c3n2CCN=C3CCC1
-16.0% | COc1ccccc1Oc1ccc2c(c1)C(=O)N(c1cccc(O)c1)C2=O
7.7% | CCCCCCc1nc2ccccc2c(=O)n1NC(=O)c1c(O)c2c(n(CC(C)C)c1=O)CCCC2
3.3% | O=C(Nc1ccc(Cc2ccncc2)cc1)c1cccc(C(=O)Nc2ccc(Cc3ccncc3)cc2)c1
-8.1% | Cc1ccc(C(=O)C[n+]2cc(-c3ccccc3)n3c2CCCCC3)cc1
-5.3% | O=C1c2ccccc2NC(c2ccccc2F)N1Cc1ccco1 (stereo not drawn)
5.7% | O=c1/c(=C/c2ccccc2OCc2ccccc2F)sc2nc3ccccc3n12
-6.6% | CCOC(=O)c1sc2c(c1C)C(c1cccs1)C1=C(CCCC1=O)N2 (stereo not drawn)
-6.2% | COc1cccc(N2CCN(c3ncnc4c3cnn4-c3ccc(C)cc3C)CC2)c1
5.3% | O=C(Cc1ccccc1)Nc1ccc(NC(=O)c2ccccc2)c(Br)c1

Reprinted at random: 2 entries already listed, in no set order.
mouse EphA4 binding | Structure
5.7% | O=c1/c(=C/c2ccccc2OCc2ccccc2F)sc2nc3ccccc3n12
3.3% | O=C(Nc1ccc(Cc2ccncc2)cc1)c1cccc(C(=O)Nc2ccc(Cc3ccncc3)cc2)c1

More structures.
mouse EphA4 binding | Structure
0.4% | O=[N+]([O-])c1cccc(-c2ccc(CO)o2)c1
-3.2% | CCOC(=O)c1cn(-c2nc(-c3ccc(Cl)c(Cl)c3)cs2)c2c(F)c(N3CCOCC3)c(F)cc2c1=O
-6.1% | O=C1CCCN1CCC1CCN(C(=S)Nc2ccc(F)cc2)CC1
5.6% | C/C(=N\N=C1\NC(=O)C(CC(=O)Nc2ccccc2)S1)c1ccc([N+](=O)[O-])cc1 (stereo not drawn)
-13.5% | O=C(Nc1ccc(F)cc1)c1cc(S(=O)(=O)N2CCCCC2)cs1
-7.5% | Cc1ccc(N=Cc2cc(C)n(C3CCCC3)c2C)cc1
-5.7% | COc1ccc(/C=N/n2c(SC)nnc(C(C)(C)C)c2=O)cc1
-10.8% | Cc1ccc(S(=O)(=O)NCc2n[nH]c(=S)n2C)cc1
7.5% | O=C(Cn1nnc(-c2ccc(Cl)cc2)n1)NC1CCN(Cc2ccccc2)CC1
-10.6% | COc1ccccc1CN1C(=O)c2ccncc2C1=O
-15.8% | CC(C)c1ccc(N=c2c([N+](=O)[O-])nn(-c3ccc4c(c3)OCCO4)n2O)cc1
1.0% | O=C(COC(=O)CCc1nc2ccccc2s1)Nc1cccc(S(=O)(=O)N2CCOCC2)c1
-8.5% | C=CCNC(=O)c1ccc(-c2nc(-c3ccc(Cl)c(Cl)c3)cs2)cc1
-10.2% | CN(C)C(=O)CN1C(=O)C2CC=C(Cl)CC2C1=O (stereo not drawn)
2.7% | Cc1ccc(-c2nn(CCC(=O)O)cc2CCC(=O)O)cc1
5.5% | Cc1cc(C)c(S(=O)(=O)/N=C2\C=CC(=O)C(Cl)=C2)c(C)c1
-11.3% | COC(=O)c1nn(-c2ccccc2)c(=O)cc1Oc1ccccc1
-12.8% | O=C1CC(c2cccc([N+](=O)[O-])c2)Sc2nc3ccccc3n21 (stereo not drawn)
-5.6% | COc1cccc(CNC(=O)CCCNS(=O)(=O)c2cccs2)c1
-1.8% | Cc1cc(C)nc(N2CCCC(C(=O)NC3CCCC3)C2)n1 (stereo not drawn)
-7.5% | CC(C)OC(=O)CSc1nc(N)c(C#N)c(-c2cccs2)c1C#N
19.3% | CN(C)CCCNCCNC(=O)/C=N\O
-0.6% | COc1ccc(-c2[nH]c(-c3ccccc3)nc2SCC(=O)NCc2ccco2)cc1OC
-10.7% | OCC1CCCN(C(=S)NCCc2ccccc2)C1 (stereo not drawn)
9.05µM* | COc1ccc(N2Cc3cccc(C(=O)O)c3C2=O)cc1
0.4% | CCC1OC23CCCCC2C(C#N)(C(=N)O3)C1(C#N)C#N (stereo not drawn)
-5.0% | Cn1c(SCC(=O)N2CCOCC2)nnc1-c1ccc(Cl)cc1Cl
-8.7% | COc1ccc(/C=N/NC(=O)c2cccc(Br)c2)cc1Cn1cc(Cl)cn1
-16.8% | COc1ccc(Nc2oc(COc3ccccc3F)nc2C#N)cc1
7.4% | Cc1ccc(OCc2nc(-c3ccccc3)no2)c(C)c1
-3.9% | CCC(Sc1nc2ccccc2s1)C(=O)Nc1nnc(C)s1 (stereo not drawn)
-7.9% | COC(=O)/C=c1/sc2nc3ccccc3n2c1=O
-11.8% | CNC(=O)COC(=O)c1nc(-n2nc(C)cc2C)ccc1Cl
-7.2% | COc1ccc(C2N=C(N)N=C(N)N2c2ccc(C)cc2)cc1 (stereo not drawn)
-7.1% | CCOC(=O)c1ccc(-c2ccc(/C=C3/C(=O)NC(=O)N(c4ccccc4)C3=O)o2)cc1
-4.4% | CSc1nc2c(c(=O)[nH]1)C(c1ccncc1)C(C(=O)OC(C)C)=C(C)N2 (stereo not drawn)
-14.2% | COC(=O)COc1ccc(C2NC(=O)NC(c3ccccc3)=C2C(C)=O)cc1OC (stereo not drawn)
-2.2% | CCNc1cc(Cl)nc(SC)n1
25.2% | Cc1c(-c2ccc(C=O)o2)ccc([N+](=O)[O-])c1C
12.1% | COCCN1C(=O)C(O)=C(C(=O)c2ccco2)C1c1cccc(Oc2ccccc2)c1 (stereo not drawn)
-4.9% | Cc1cc(C)n2nc(SCC3COc4ccccc4O3)nc2n1 (stereo not drawn)
-7.1% | CCOC(=O)CC(NC(=O)c1ccco1)c1ccc(OC)cc1 (stereo not drawn)
-7.1% | COc1ccc(Br)cc1/C=C/C(=O)Nc1ccc(Cl)cn1
-5.4% | Cc1ccc(CSc2nnc(CC(=O)Nc3ccc(C)cc3)n2C)cc1
1.8% | Cc1ccc(C(=O)N/C(=C\c2ccc([N+](=O)[O-])cc2)C(=O)NCCc2ccccc2)cc1
-20.3% | CCOC(=O)c1ccc(NC(=O)Nc2ccc(F)cc2)cc1
-1.8% | O=S(=O)(Nc1cccc2ccccc12)c1cc(Cl)ccc1Cl
20.8% | COc1cccc(C(=O)Nc2ccc(Br)cc2C(=O)O)c1

A draw from above in order of SMILES length, high to low:
mouse EphA4 binding | Structure
1.8% | Cc1ccc(C(=O)N/C(=C\c2ccc([N+](=O)[O-])cc2)C(=O)NCCc2ccccc2)cc1
-5.4% | Cc1ccc(CSc2nnc(CC(=O)Nc3ccc(C)cc3)n2C)cc1
25.2% | Cc1c(-c2ccc(C=O)o2)ccc([N+](=O)[O-])c1C
-1.8% | O=S(=O)(Nc1cccc2ccccc12)c1cc(Cl)ccc1Cl
-7.1% | CCOC(=O)CC(NC(=O)c1ccco1)c1ccc(OC)cc1 (stereo not drawn)
20.8% | COc1cccc(C(=O)Nc2ccc(Br)cc2C(=O)O)c1
-4.9% | Cc1cc(C)n2nc(SCC3COc4ccccc4O3)nc2n1 (stereo not drawn)

Arranged by the number under mouse EphA4 binding (high to low): some entries from above.
mouse EphA4 binding | Structure
8.0% | O=C(Cc1ccccc1)Nc1ccc(Cc2ccncc2)cc1
5.3% | O=C(Cc1ccccc1)Nc1ccc(NC(=O)c2ccccc2)c(Br)c1
1.8% | Cc1ccc(C(=O)N/C(=C\c2ccc([N+](=O)[O-])cc2)C(=O)NCCc2ccccc2)cc1

Continued:
mouse EphA4 binding | Structure
-14.5% | COCCn1c(Cc2ccccc2)nnc1SCC(=O)NC(C)C
8.5% | O=C(O)c1nc(-c2ccccc2)n(-c2ccc(Cl)cc2)n1
-4.2% | O=S(=O)(c1cccc(S(=O)(=O)N2CCCC2)c1)c1cccc(S(=O)(=O)N2CCCC2)c1
-24.4% | CCOc1ccc2nc(NCCNC(=O)C3CC3)c(C)cc2c1
-0.7% | Cn1c(=O)c2c(nc(-n3ccnc3)n2C)n(C)c1=O
-7.8% | FC(F)(F)c1cc(Sc2ccccc2)nc(-c2ccccn2)n1
4.6% | Cc1onc(-c2ccccc2)c1C(=O)NCCc1ccc(Cl)cc1
-6.6% | COc1ccccc1NC(=O)C1=C(C)Nc2nnnn2C1c1cccc(C)c1 (stereo not drawn)
-13.5% | CSc1ncccc1C(=O)OCc1ccc(C#N)cc1
-13.8% | Cc1c(NC(=O)CSc2nc3ccccc3[nH]2)c(=O)n(-c2ccccc2)n1C
-2.9% | Cc1noc(C)c1COC(=O)CCc1nc2ccccc2c(=O)[nH]1
-12.9% | COc1ccc(C(c2nnnn2Cc2cccs2)N2CCN(c3ccccc3F)CC2)cc1OC (stereo not drawn)
-1.5% | O=C(CCCOc1ccccc1)Nc1nccs1
-6.9% | Cc1ccc(C(=O)Nc2ccc(OCc3ccccc3)cc2)cc1[N+](=O)[O-]
0.2% | CC(=O)c1c(C)[nH]c(C(=O)COc2ccc(C#N)cc2)c1C
-10.3% | Cc1cccc(NC(=O)CSc2nnc(-c3ccc(S(=O)(=O)N4CCCC4)cc3)o2)c1
4.4% | O=C(O)CC(NC(=O)c1ccccc1)c1ccc(Cl)cc1 (stereo not drawn)
-12.0% | CCOC(=O)c1cnc2ccc(Br)cc2c1NCC(C)O (stereo not drawn)
-1.6% | OCCN(Cc1ccccc1)Cc1ccc(C(F)(F)F)cc1
6.0% | Cc1ccc(C(=O)CN2/C(=C(\O)c3ccccc3)C(=O)c3ccccc3S2(=O)=O)c(C)c1
-6.8% | O=c1cc(CO)oc(C(Nc2ccccn2)c2ccc(C(F)(F)F)cc2)c1O (stereo not drawn)
-13.1% | O=C(NCCN1CCOCC1)N1c2ccccc2Sc2ccccc21
24.4% | CC(C)(C)C1CCc2c(sc(N)c2C(N)=O)C1 (stereo not drawn)
38.9% | COc1ccc(N2C(=O)/C(=C\c3cc(C)n(-c4ccccc4)c3C)SC2=S)cc1
-3.2% | Cc1cc(C)cc(N=c2c([N+](=O)[O-])nn(-c3cccc(Cl)c3)n2O)c1
8.4% | Cc1ccc(-n2c(SCc3cc(=O)n4ccsc4n3)nnc2-c2cccnc2)c(C)c1
-10.8% | O=C1c2ccccc2C(=O)N1/N=C/c1c(O)ccc2ccccc12
4.6% | NC(=O)c1cccn1Cc1cccc(Cl)c1
10.0% | CCOC(=O)C(NS(=O)(=O)c1ccc(Br)cc1)C(C)C (stereo not drawn)
-13.9% | Cc1cc(NC(=O)c2noc3c2CCCCC3)no1
-2.7% | COc1cccc(NC(=O)c2nn(C34CC5CC(CC(C5)C3)C4)cc2[N+](=O)[O-])c1
-7.7% | Cc1cc(=O)n(-c2ccc(O)cc2)[nH]1
-0.9% | O=C1NC(=S)SC1=C1CCCC1
9.9% | Cc1ccc(-c2cc(-c3ccccc3)nc(Cl)n2)cc1
-0.5% | CC(C)(CCl)C(=O)Nc1ccc(Sc2ccc(F)cc2)cc1
-7.0% | O=C(NNC(=O)c1ccccc1O)c1ccc(Cl)cc1
-0.2% | COc1ccc(-c2nc(NC(=O)C3CCN(c4nc5ccccc5o4)CC3)sc2C)cc1
-3.1% | O=C(Nc1nccs1)c1ccc(Cl)c(S(=O)(=O)N2CCOCC2)c1
-2.1% | CCOc1ccc(OCC)c(S(=O)(=O)NCc2ccccn2)c1
-13.2% | O=C(O)c1cc(NCc2ccccc2C(F)(F)F)ccc1N1CCOCC1
4.9% | COc1ccc(-n2nnc3c(=O)n(CC(=O)N4CCCC4)cnc32)cc1
-11.7% | CCOC(=O)c1ccc(NC2=CC(=O)C(=O)c3ccccc32)cc1
-2.7% | O=c1cc(-c2ccccc2)nc2cc(-c3cccs3)[nH]n12
-1.1% | CCOC(=O)c1c(O)c2c(n(Cc3ccco3)c1=O)CCCC2
2.9% | COC(=O)c1cnn2c(C(F)(F)F)cc(-c3ccc(F)cc3)nc12
-1.0% | Cn1c(=O)[nH]c(=O)c2c1nc1n2CCCN1CCc1ccccc1
38.2% | Cc1ccc(C(=O)O)cc1-n1c(C)ccc1C
2.7% | O=C(NC(c1ccccc1)c1c(O)ccc2ccccc12)c1ccccc1Cl (stereo not drawn)
1.1% | COc1ccc(-n2ncc3c(NCc4ccco4)ncnc32)cc1
-3.5% | N#CCSc1nc2ccc(N3CCCCC3)cc2c(=O)n1Cc1ccccc1
-10.6% | Cc1cc(NC(=O)c2c(F)cccc2F)n(-c2nc3ccccc3[nH]2)n1
